Compound activity as filed in PubChem BioAssay.
TDP1 inh = blocks human tyrosyl-DNA phosphodiesterase 1; Q9NUW8; recombinant TDP1, AlphaScreen DNA substrate cleavage; Potency, µM (titrated, usually from 130 µM), inactives show top-dose activity change, negative = inhibition, hits mostly inhibitors; hit rate 0.28% among 350,000; note: nearly all actives have a fitted effect of over 40% in size
Target sequence (Q9NUW8 whole entry, looked up): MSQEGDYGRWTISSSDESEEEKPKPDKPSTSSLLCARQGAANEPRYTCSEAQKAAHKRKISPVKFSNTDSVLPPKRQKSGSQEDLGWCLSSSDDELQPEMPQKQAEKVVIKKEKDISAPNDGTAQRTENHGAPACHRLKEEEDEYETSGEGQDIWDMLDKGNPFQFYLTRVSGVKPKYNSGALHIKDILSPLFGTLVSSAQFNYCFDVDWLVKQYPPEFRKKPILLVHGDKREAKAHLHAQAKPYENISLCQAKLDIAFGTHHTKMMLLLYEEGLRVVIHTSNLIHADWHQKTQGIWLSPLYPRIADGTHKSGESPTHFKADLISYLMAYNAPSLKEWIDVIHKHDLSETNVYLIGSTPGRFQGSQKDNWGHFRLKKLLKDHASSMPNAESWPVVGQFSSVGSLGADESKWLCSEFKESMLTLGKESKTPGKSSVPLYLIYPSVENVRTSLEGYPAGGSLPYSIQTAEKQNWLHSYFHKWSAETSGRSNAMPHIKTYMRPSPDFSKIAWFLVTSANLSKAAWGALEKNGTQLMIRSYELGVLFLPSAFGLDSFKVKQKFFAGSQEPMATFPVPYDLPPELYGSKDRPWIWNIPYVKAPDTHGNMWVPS
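Compounds were preincubated with Tdp1 (1 nM final) for 15 min at room temperature before substrate (15 nM final) started a 5 min reaction; beads (10 ug/ml final) were then added for 10 min before AlphaScreen detection.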
TDP1 cell noCPT = qHTS for Inhibitors of human tyrosyl-DNA phosphodiesterase 1 (TDP1): qHTS in cells in absence of CPT; DT40 Tdp1-/- hTDP1 cells, no CPT, ATP luminescence, 48 h; Potency, µM (highest dose often 46.2 µM), without a hit: at the highest dose activity change, negative = growth inhibition, hits mostly inhibitors; hit rate 15% among 420,000; note: nearly all actives have a fitted effect of over 55% in size
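Luminescent ATP content (CellTiter-Glo) served as the growth readout. Knockout chicken DT40 cells expressing human TDP1 were exposed to compounds without camptothecin for a minimum 48 hr at 37 °C.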
DT40 TDP1 CPT = growth inhibition of DT40 Tdp1-/-;hTDP1 cells with camptothecin (screen for TDP1 inhibitors); Potency, µM (doses to about 46.2 µM), for the others: top-dose activity change, negative = growth inhibition, hits mostly inhibitors; hit rate 12% among 420,000; chicken DT40 Tdp1-/-;hTDP1 cells + 20 nM CPT, ATP luminescence, 48 h; note: nearly all actives have a fitted effect of over 55% in size
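Cell growth measured by CellTiter-Glo luminescence after a minimum 48 h, 37 C compound exposure with 20 nM CPT in Tdp1-knockout DT40 cells stably expressing hTDP1, seeded 400/well; qHTS titration format.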
* hit, by the source's call; ? = inconclusive; nt = not tested or not shown; [ ] = remark or other dose. Calls come from the whole dose curve; as a rule, active = well fitted curve in the direction sought with a large enough effect; inconclusive = small, poorly fitted or top-dose-only effect, or another doubt; inactive = no such curve, though single readings can be large; an effect the other way counts as inactive or inconclusive. % is set by controls: 0 for no effect and ±100 for the full control effect; potency is the fitted concentration of half-maximal effect.

SMILES	TDP1 inh	TDP1 cell noCPT	DT40 TDP1 CPT
O=C(N/N=C/c1ccccn1)C1CC1	3.6%	-13.0%	1.2%
Cc1ccc(S(=O)(=O)NCC(=O)OCC(=O)N2C(C)CCCC2C)cc1 (stereo not given)	-0.2%	2.1%	-0.1%
COCCNC(=O)c1ccc(-n2c(SCc3ccncc3)nc3ccccc3c2=O)cc1	5.7%	-28.4%	-8.3%
CCCSc1ncc(Cl)c(C(=O)Nc2sc3c(c2C(=O)NCCCOC)CCCC3)n1	nt	11.2µM*	12.6µM*
Cc1ccc(N2CCN(C(=O)c3ccccc3NC(=O)/C=C\C(=O)O)CC2)cc1	1.5%	-19.6%	?
CCOC(=O)c1ccc(NC(=S)N2CCN(Cc3ccccc3)CC2)cc1	5.4%	-24.9%	-7.0%
CCOC(=O)COc1ccc(CCNC(C)=O)cc1	2.3%	-1.8%	-14.9%
CCc1nc2ccc(C(=O)Nc3cc(-c4ccccc4)ccc3OC)cn2c1N(CCN(C)C)CC1CC1	nt	14.6µM*	20.6µM*
COC(=O)C(NC(=O)CC(C)C)(Nc1nc2c(s1)CCCC2)C(F)(F)F (stereo not given)	-0.6%	11.6µM*	16.4µM*
CCc1nc2c(OCc3ccc(F)cc3)cccn2c1N(C)C(=O)COc1ccccc1	nt	?	20.6µM*
CN(C)c1ccc(C=NNc2ccccn2)c(Cl)c1	nt	?	?
CC(C)c1ccc(S(=O)(=O)N2CCN(CC(O)CN3CCOCC3)CC2)cc1 (stereo not given)	-0.1%	-0.9%	-22.8%
O=C(/C=C/c1cccc([N+](=O)[O-])c1)NCC1CCCO1 (stereo not given)	0.0%	?	-1.3%
CCCN1C(=O)C2(c3ccccc31)c1c(oc3ccc(C)cc3c1=O)C(=O)N2CCOC (stereo not given)	1.2%	?	?
CC(C)CC(NC(=O)C1CCCN1C(=O)[C@@H](C)NC(=O)OCc1ccccc1)C(=O)NCC(N)=O (stereo not given in full)	nt	6.2%	11.9%
CC(C)(C)C(=O)Nc1ccc(C(=O)OC2CCCCC2)cc1	2.3%	20.6µM*	25.9µM*
COc1cc(/C=N/Nc2nc(Nc3ccccc3)nc(N3CCCCC3)n2)ccc1OCC(=O)O	5.9%	?	?
CCOc1ccc(S(=O)(=O)NCc2cccnc2)cc1NC(=O)c1ccccc1	nt	-15.4%	-14.8%
CCOC(=O)CSc1ccc2nnc(-c3cccnc3)n2n1	3.1%	0.4%	-0.7%
O=C(Nc1ccc(Cl)c(-c2nc3ccccc3[nH]2)c1)c1ccc2c(c1)OCO2	5.4%	23.1µM*	?
O=C1[C@H](Oc2ccccc2)[C@@H](c2ccccc2)N1c1ccncc1	nt	23.1µM*	?
CCCN(CC(=O)Nc1ccc(Cl)cc1Cl)Cc1cc(=O)n2ccsc2n1	5.9%	?	?
CCCN1C(=O)/C(=C/c2ccc(C)o2)SC1=Nc1ccc(OC)cc1	9.3%	8.2µM*	9.2µM*
Cn1nc(C(C)(C)C)cc1NC(=O)C1(C)CCN1C(=O)Cc1ccc(-c2ccccc2)cc1 (stereo not given)	nt	18.4µM*	14.6µM*
CCOC(=O)c1ccc(CN(Cc2ccccc2C)S(=O)(=O)c2ccc(C(C)(C)C)cc2)cc1	2.6%	18.4µM*	?

3 compounds from above, showing only TDP1 inh and DT40 TDP1 CPT:
SMILES,TDP1 inh,DT40 TDP1 CPT
CCCN1C(=O)/C(=C/c2ccc(C)o2)SC1=Nc1ccc(OC)cc1,9.3%,9.2µM*
Cn1nc(C(C)(C)C)cc1NC(=O)C1(C)CCN1C(=O)Cc1ccc(-c2ccccc2)cc1 (stereo not given),nt,14.6µM*
CCOC(=O)c1ccc(CN(Cc2ccccc2C)S(=O)(=O)c2ccc(C(C)(C)C)cc2)cc1,2.6%,?

Additional structures follow:
SMILES	TDP1 inh	TDP1 cell noCPT	DT40 TDP1 CPT
Cc1ccc(-c2nc3ccccc3[nH]2)cc1NC(=O)COc1ccccc1[N+](=O)[O-]	-9.7%	?	14.6µM*
CCOc1ccc(CCNC(=O)C2CCN(S(=O)(=O)N3CCC(C)CC3)CC2)cc1OCC	0.0%	?	?
NS(=O)(=O)CCCc1ccccc1	nt	-4.4%	-8.9%
O=S(=O)(NCc1csc(-c2ccccc2)n1)c1ccc(Cl)s1	-5.2%	?	?
COc1cccc(-c2sc3ccc(OC)cc3c2-c2ccc(C(N)=O)cc2)c1	1.7%	-22.6%	?
COc1ccc(CNC(=O)C(c2ccncc2)N(C(=O)Cc2cccs2)c2ccccc2C)cc1 (stereo not given)	-2.8%	-13.0%	-13.5%
C/C=C\C(=O)Nc1cccc(C2=NOC3(C2)C[C@@H](C(N)=O)N(C(=O)C2(C)CC2)C3)c1 (stereo not given in full)	2.4%	2.4%	2.6%
Cc1cccc(Nc2c(-c3ccc(O)cc3)nc3ncccn23)c1	5.4%	?	?
CCOC(=O)c1ccc(N2CCN(c3cc(C)ccc3C)CC2)c(NC(=O)Nc2ccc(CC)cc2)c1	2.6%	?	?
CC(C)=CCN1CCN(Cc2cn[nH]c2C2CCCCC2)CC1CCO (stereo not given)	-2.7%	2.4%	5.6%
O=C(Nc1ccc(S(=O)(=O)N2CCCC2)cc1)C1CC(=O)N(c2ccc(F)cc2)C1 (stereo not given)	-18.3%[0.0935 µM]	?	?
COCCNc1oc(-c2ccccc2Cl)nc1S(=O)(=O)c1ccc(C)cc1	-0.9%	?	?
CC1CCN(S(=O)(=O)c2ccc3c(c2)c(=O)c(C(=O)NCc2ccco2)cn3C)CC1	5.1%	20.6µM*	20.6µM*
CCCCN(C)C(=O)C1CCCN(S(=O)(=O)c2ccc3c(c2)oc(=O)n3C)C1 (stereo not given)	nt	-11.4%	?
FC(F)(F)c1cccc(NC(=S)N2CCN(c3ccccc3)CC2)c1	1.2%	?	-26.1%
Cc1nc(SCC(=O)NC2(C#N)CCCC2)n(CC(C)C)c1C	-5.1%	?	-21.8%
O=C(CSC1=NCCS1)Nc1nc2ccccc2s1	0.0%	?	?
CCSCCOC(=O)C1=C(C)N(C)C(=O)NC1c1cc(OC)ccc1OC (stereo not given)	4.2%	?	?
COc1ccc(/C=N/NC(=O)c2cc(-c3cccnc3)nc3ccccc23)c(OC)c1	3.5%	4.61µM*	?
CC(NC(=O)COC(=O)c1ccc2c(=O)n3c(nc2c1)CCCCC3)c1ccc(F)cc1 (stereo not given)	nt	-7.1%	-19.4%
Cc1nc2ccccc2n1-c1ccccc1	4.2%	?	?
Cc1ccc(Cl)cc1NC(=S)N(CCCN1CCOCC1)Cc1ccccn1	2.7%	-1.1%	-1.3%
CCc1cccc(C)c1NS(=O)(=O)Cc1ccccc1	nt	?	?
CCCOc1cccc(C(=O)Nc2cc(-c3ccccc3)no2)c1	-3.7%	?	11.6µM*
Cc1ccc(S(=O)(=O)NCC(=O)N(CC(=O)NCC2CCCO2)c2ccc(Cl)cc2)cc1 (stereo not given)	nt	-8.2%	-23.6%

Continuation.
SMILES	TDP1 inh	TDP1 cell noCPT	DT40 TDP1 CPT
COc1ccc(S(=O)(=O)NC(C(=O)OCC(=O)Nc2ccc(N3CCOCC3)cc2)C(C)C)cc1 (stereo not given)	nt	?	-23.7%
CCOc1ccc(CNC(=O)CCS(=O)(=O)Cc2ccc(C)cc2)cc1OC	-2.6%	-22.2%	-9.2%
C/C(=N\NC(=O)c1nnn(-c2nonc2N)c1CN(C)c1ccccc1)c1ccc(O)cc1	3.3%	1.4%	-6.9%
O=C(COc1ccc(S(=O)(=O)Nc2cccc(C(F)(F)F)c2)cc1)N1CCOCC1	3.6%	-13.8%	?
COCCn1c(=O)[nH]c2cc(C(=O)NCCN3CCN(c4ccccc4F)CC3)ccc2c1=O	3.9%	?	-8.3%
CCOC(=O)c1sc(NCCNc2nc(C)c(C(=O)OCC)s2)nc1C	5.1%	7.8%	1.5%
Cc1cc(C)cc(OCC(O)Cn2nc(C)cc2C)c1 (stereo not given)	nt	-6.7%	-2.6%
Cc1nc(C(F)(F)F)c(C(=O)N/N=C(\N)c2ccccn2)s1	5.0%	4.11µM*	13µM*
O=C(CSc1nn(-c2ccc(Cl)cc2)c(=S)s1)NCC1CCCO1 (stereo not given)	2.9%	-27.1%	?
S=c1[nH]nc(-c2cccc(Cl)c2)n1/N=C/c1ccco1	-1.3%	-1.4%	2.2%
Cc1ccc(-c2nnc(CN3CCN(C)CC3)o2)cc1	nt	-10.4%	-20.5%
O=C(CSc1ncccn1)NC1CCCc2ccccc21 (stereo not given)	5.3%	-14.7%	-24.6%
Cc1cccc(N2CCN(CC(=O)NCC3CCCCC3)CC2)c1C	-4.0%	?	?
COC(=O)c1c(SCC(=O)Nc2cc(C)cc(C)c2)[nH]c2ccccc2c1=O	6.4%	?	23.1µM*
N=C1/C(=C/c2cccn2Cc2ccc(Cl)cc2)C(=O)N=C2SC=CN12	4.6%	?	-13.2%
COc1cccc(NC(=O)c2ccc(CN3CCOCC3)cc2)c1	4.2%	?	-17.0%
O=C1c2ccccc2C(=O)C1c1ccnc2ccccc12	-10.0%	13µM*	5.8µM*
CCN(c1ccccc1)S(=O)(=O)c1ccc(OC)c(NC(=O)CCc2nc3ccccc3c(=O)[nH]2)c1	nt	14.6µM*	18.4µM*
O=C(Nc1cccc(Cl)c1)Nc1cnccn1	-3.8%	-1.5%	4.3%
Nc1nonc1-n1nnc(C(=O)N/N=C/c2ccc(O)cc2)c1COc1ccc(F)cc1	nt	-4.7%	2.7%
CC1(C)C(C=C(Cl)Cl)C1C(=O)Nc1ccc([N+](=O)[O-])cc1 (stereo not given)	-2.3%	16.4µM*	18.4µM*
CC(C)CNC(=O)c1cc(=O)[nH]c2ccc(S(=O)(=O)Nc3ccc(F)cc3)cc12	7.1%	-5.5%	-16.9%
CC1=NN(Cc2ccccc2)C(=O)C1C(c1ccc(Cl)cc1)C(C#N)C#N (stereo not given)	11.0%	10.3µM*	10.3µM*
COc1cc(OC)cc(C(=O)NCc2ccc3c(c2)OCO3)c1	nt	3.3%	9.1%
CN1C(=O)c2ccc(C(=O)NCc3ccco3)cc2C1=O	5.0%	16.7%	-3.0%

Remaining list, next part:
SMILES	TDP1 inh	TDP1 cell noCPT	DT40 TDP1 CPT
COc1ccccc1N1CCN(c2cnccn2)CC1	3.7%	-9.1%	-1.4%
CC(C)Sc1nc(N)nc2c1ncn2C1OC(CO)C(O)C1O (stereo not given)	nt	-19.1%	-26.9%
O=C(Cn1c(CC(=O)N2CCCC2)nc2ccccc21)NCc1ccccc1	7.0%	-0.2%	-0.1%
CCN1C(=O)C(CC(=O)Nc2ccccc2Cl)N(NC(=O)c2cccc(F)c2)C1=S (stereo not given)	4.6%	-2.7%	?
CN(C)c1ccc(/C=C(\C#N)c2nc(-c3ccc(Cl)c(Cl)c3)cs2)cc1	1.3%[12.3 µM]	-11.8%	-17.4%
CC(C)n1cc(-c2ccc(Cl)cc2)cc(C#N)c1=O	?	?	-2.1%
CCCN(Cc1ccccc1)C(=S)Nc1ccc(OC(F)F)cc1	2.7%	-14.7%	-16.2%
CCOc1ccc(C(c2c(O)nc(SC)[nH]c2=O)c2c(O)nc(SC)[nH]c2=O)cc1	nt	?	-25.8%
CCOc1ccccc1NC(=O)CSc1nnc(CC)c(CC)n1	0.0%	?	?
O=C(CSc1nnc(-c2ccccc2)o1)NC1CCCC1	nt	9.1%	5.1%
CCN1CCN(c2ccc(NC(=O)c3ccc4c(c3)OCCO4)cc2C)CC1	-6.5%	-21.7%	-9.2%
CC(C)CC1(C)NC(=O)N(CC(=O)Nc2ccccc2Br)C1=O (stereo not given)	0.3%	-8.1%	-10.3%
CNC(=O)c1[nH]cnc1C(=O)N[C@@H](Cc1ccccc1)C(=O)OCc1ccccc1	9.0%	?	14.6µM*
COc1ccc(NC(=O)c2c(C)oc3ccc(O)c(CN4CCC(C)CC4)c23)cc1	-1.2%	14.6µM*	10.3µM*
COc1ccc(-c2nnn(CC(=O)Nc3sc4c(c3C#N)CCCC4)n2)cc1	4.7%	-19.9%	-13.8%
CCn1ncc(Br)c1C(=O)Nc1sc2c(c1C(=O)OC)CCC2	nt	?	-19.0%
Cc1[nH]nc2c1C(c1ccc(Cl)cc1)C(C#N)=C(N)O2 (stereo not given)	3.1%	?	-29.8%
CC1=C(C(=O)OC(C)C)C(c2cccs2)N2C(=O)CCSC2=N1 (stereo not given)	2.2%	-22.1%	-7.7%
CC(C)(CO)[C@@H](O)C(=O)NCCCC(=O)O	nt	-8.1%	0.4%
Cc1nc(Cl)c(C#N)c2c1CCCC2	4.8%	-8.7%	-29.0%
COC(=O)NC1c2ccccc2Oc2ccccc21	nt	-10.9%	2.9%
